# D1 PAM – human D1 dopamine receptor positive modulation | actives 0.036% (n = 360,000) | potentiation, % at 10 µM | AID 504651 | HEK293 TREx D1 cells, calcium flux, dopamine EC20 potentiation; in the data active = potentiation above about 30%; note: 0% is about no effect
# D2 potentiator – positive allosteric modulators of human D2 dopamine receptor; P14416; HEK293 T-REx D2, calcium flux, EC20 dopamine potentiation; potentiation, % at 10 µM; actives 0.34% (n = 340,000);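 active = potentiation over 3 SD above the plate norm, cut at about 30% in these data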; note: 0% is about no effect
#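 Tetracycline-induced HEK293 T-REx cells force-coupled to calcium signalling expressed D2; compounds were pin-added after a 10 s baseline, read kinetically 180 s, then an EC20 dopamine challenge followed with a further 180 s calcium read.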
# D1 antag – human D1 dopamine receptor antagonism | actives 3.2% (n = 360,000) | P21728 | HEK293 TREx D1 cells, calcium flux, dopamine EC80; active compounds read low | AID 504652 | activity change, negative = inhibition, % at 10 µM; in the data active = activity change below about -30%; note: % is set by controls: 0 for no effect and ±100 for the full control effect
#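 HEK293 T-REx cells expressing inducible, force-coupled D1 receptor; no-wash Ca dye, 30–90 min RT. Cmpd → 180 s read at 1 Hz → EC80 DA → 180 s read.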
# RXFP1 ag – RXFP1 (human) receptor agonism | HEK293T-RXFP1 cAMP TR-FRET, 30 min; response scale: percent of porcine relaxin response, buffer zero | Potency, µM (series often up to 57.5 µM), for the others: at the top dose activation, usual class: activators | actives 0.3% (n = 370,000); active = well fitted activation curve with a large enough effect; inconclusive = small, poorly fitted or top-dose-only effect; note: potency is the fitted concentration of half-maximal effect; % is set by controls: 0 for no effect and ±100 for the full control effect; nearly all actives have a fitted effect of over 60% in size; many of its hits are not listed in these tables
# Target sequence (Q9HBX9 whole entry, looked up): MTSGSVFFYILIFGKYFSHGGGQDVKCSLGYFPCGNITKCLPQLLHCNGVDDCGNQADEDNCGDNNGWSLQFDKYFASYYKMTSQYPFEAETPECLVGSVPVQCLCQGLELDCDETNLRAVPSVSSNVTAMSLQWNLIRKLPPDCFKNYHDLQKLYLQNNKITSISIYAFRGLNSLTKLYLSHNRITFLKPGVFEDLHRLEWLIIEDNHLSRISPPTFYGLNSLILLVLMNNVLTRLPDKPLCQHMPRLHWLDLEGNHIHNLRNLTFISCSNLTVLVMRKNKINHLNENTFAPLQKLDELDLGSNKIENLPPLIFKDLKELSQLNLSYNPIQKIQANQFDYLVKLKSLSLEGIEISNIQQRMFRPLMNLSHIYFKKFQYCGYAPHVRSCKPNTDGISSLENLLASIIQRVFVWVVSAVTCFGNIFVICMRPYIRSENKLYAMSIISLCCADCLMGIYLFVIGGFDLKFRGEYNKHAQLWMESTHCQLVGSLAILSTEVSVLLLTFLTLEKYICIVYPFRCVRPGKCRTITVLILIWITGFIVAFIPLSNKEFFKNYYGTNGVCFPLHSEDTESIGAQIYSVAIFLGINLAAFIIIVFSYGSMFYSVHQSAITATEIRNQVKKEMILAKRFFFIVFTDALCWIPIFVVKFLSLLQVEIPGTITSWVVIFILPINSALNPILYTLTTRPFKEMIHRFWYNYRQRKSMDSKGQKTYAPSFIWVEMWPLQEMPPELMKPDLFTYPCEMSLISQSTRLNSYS
#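 cAMP rise read by TR-FRET after 30 min, 37C compound exposure (up to 58 uM) in RXFP1-transfected HEK293 cells with Ro 20174 present. EC50 from Hill-equation fits, with 29 nM porcine relaxin as 100% and buffer as basal.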
# D2 antagonist – antagonists of human D2 dopamine receptor | P14416 | HEK293 TREx D2 cells, calcium flux, dopamine EC80 | inhibition, % at 10 µM | actives 2% (n = 340,000); in the data active = inhibition above about 30%; note: 0% is about no effect
#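 Read-out: kinetic calcium fluorescence (1 cycle/s) in inducible HEK293 T-REx D2 cells after an EC80 dopamine addition that followed 180 s compound preincubation. Loss of the dopamine response indicates antagonism.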
# TRHR enhancer – TRH receptor (human) allosteric enhancement. TRHR cells, fluo-8 calcium fluorescence, EC20 TRH enhancement. enhancement, % at 2 µM. actives 0.66% (n = 360,000); in the data active = enhancement above about 30%; note: 0% is about no effect
#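 TRHR-expressing cells loaded with fluo-8 calcium dye were read kinetically (ex 480/em 530) during compound addition, then stimulated with an EC20 of TRH (10 nM final). Enhancement of the Gq-mediated intracellular calcium response was scored.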
# D1 agonist – agonists of human D1 dopamine receptor. actives 1% (n = 360,000). AID 504660. P21728. activation, % at 2 µM. HEK293 T-REx D1 cells, calcium flux, agonist mode; in the data active = activation above about 30%; note: 0% is about no effect
#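 Tetracycline-induced HEK293 TREx D1 cells, force-coupled to calcium signalling, were dye-loaded with a no-wash calcium kit. Compound was pin-added after a 10 s baseline. Fluorescence was read kinetically at 1 cycle/s for 180 s, with calcium rises flagged as agonism.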
# D2 agonist – activates the human D2 dopamine receptor; P14416; HEK293 T-REx D2 cells, calcium flux agonist mode; activation, % at 2 µM; actives 0.53% (n = 340,000);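 active = activation over 3 SD above normal in the single-dose calcium agonist read, cut at about 30% in these data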; note: 0% is about no effect
#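 Calcium-flux readout, 1 cycle/sec over 180 s following compound pin transfer, in inducible HEK293 Trex D2 cells (force-coupled); dopamine controls included. Positive calcium responses during this window marked compounds as potential agonists.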
# RXFP1 antag – antagonists of human relaxin receptor RXFP1 | Q9HBX9 | HEK293-RXFP1, relaxin-stimulated cAMP HTRF, 30 min; active compounds read low | activity change, negative = inhibition, % at 57.5 µM | actives 0.59% (n = 350,000);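 active = activity change of -60% or lower, but not beyond a set lower limit; inconclusive = change between -60% and -40%, or beyond the set limit; inactive = change above -40%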; note: % is set by controls: 0 for no effect and ±100 for the full control effect
# * hit, by the source's call; ? = inconclusive; . = no result given.
mol,D1 PAM,D2 potentiator,D1 antag,RXFP1 ag,D2 antagonist,TRHR enhancer,D1 agonist,D2 agonist,RXFP1 antag
CN(CCc1ccccn1)C(=S)Nc1ccc(Cl)c(Cl)c1,-5,-5,8,-0.1%,18,2,3,1.0,1
COc1ccccc1N=Nc1c(C)noc1C,3,5,-8,-2.7%,-4,0,4,1.1,2
N#CC1=C2SCN(Cc3ccccc3)CN2C(=O)CC1c1ccc2c(c1)OCO2 (stereo not drawn),-5,.,-1,0.1%,.,-3,5,.,-20
CC(=O)Nc1ccccc1NC(=O)c1ccc(C)cc1C,-7,-3,-11,0.2%,-6,2,0,-0.2,-1
CC(C)N(Cc1cnn(C)c1)Cc1nc(COc2ccccc2)no1,3,4,0,1.0%,-6,-2,-1,0.0,0
Cc1cc(C)c(S(=O)(=O)Nc2cccc3cccnc23)c(C)c1,-2,.,-17,.,.,-3,15,.,.
CCOc1ccc(C(=O)C(C)OC(=O)Cn2cnc3c2c(=O)n(C)c(=O)n3C)cc1 (stereo not drawn),3,2,12,14%,8,-1,5,-0.3,-4
COc1ccc(CCCC(=O)N/N=C/c2cccc(OC)c2O)cc1C,2,14,3,-4.6%,2,17,21,0.4,23
Cc1ccc(C)c(OCC(=O)Nc2ccccc2C(=O)NC2CC2)c1,-2,-1,-9,-2.0%,7,-4,5,0.4,3
O=C(O)CN1C(=O)CSc2ccccc21,1,-11,-19,0.8%,-30,1,1,-1.0,8
COc1cccc(-c2cc(C(=O)NCc3ccccc3)no2)c1,0,-7,-10,0.5%,.,2,10,-0.5,-8
O=C(C1=C[C@H](C2CC2)C[C@H](OCc2ccc(CO)cc2)O1)N1CCOCC1,-6,2,0,-2.4%,0,1,-2,0.2,.
O=C(Nc1ccc2[nH]c(=O)c(=O)[nH]c2c1)c1cccc(F)c1,3,-7,9,0.7%,.,0,10,-0.4,-15
COC(=O)Cn1c(CN(Cc2ccccc2)Cc2ccccc2)nc2c1c(=O)[nH]c(=O)n2C,1,20,0,-0.1%,-15,2,3,-0.7,1
COc1ccc(NC(=O)C2CCC(CNS(=O)(=O)c3ccc(Br)s3)CC2)c(OC)c1 (stereo not drawn),-3,5,-18,-4.7%,.,0,1,.,2
C/C(Cl)=C\Cn1c(Nc2cccc(C)c2)nc2c1c(=O)n(C)c(=O)n2C,0,23,5,-0.7%,-13,6,1,1.2,4
O=C(NCc1ccccc1)C1CCCN(C(=O)c2ccc(F)cc2)C1 (stereo not drawn),-7,0,-10,0.6%,-14,1,1,0.0,-6
O=C(c1ccc(F)cc1)N1CCC(C(=O)N2CCN(Cc3ccc4c(c3)OCO4)CC2)CC1,-4,-12,20,-0.3%,31*,2,5,3.9,6
Cc1ccc(CNC(=O)C(=O)NCC2OCCCN2S(=O)(=O)c2cccs2)cc1 (stereo not drawn),0,8,6,-3.0%,6,2,2,0.8,4
N#Cc1ccc(C(=O)OCC(=O)Nc2cccc(S(=O)(=O)N3CCCCC3)c2)cc1,.,5,-6,-0.1%,-16,-2,12,-0.2,-4
COc1cc(OC)cc(-c2nc(-c3cccc(C)c3)no2)c1,-5,3,-2,3.5%,.,-18,15,1.2,-17
CCOc1ccccc1NC(=O)C1=C(C)Nc2ncnn2C1c1ccccn1 (stereo not drawn),-1,-2,-4,-0.4%,.,1,0,0.2,.
O=C(COC(=O)c1cnccn1)c1ccc(Br)cc1,-1,-3,6,0.8%,-8,7,3,-1.3,-15
CCNS(=O)(=O)c1ccc(C)c(-n2cnnn2)c1C,-1,3,20,-1.2%,7,6,4,0.1,3
CCC1CCCCN1C(=O)CCS(=O)(=O)c1ccc2c(c1)CCN2C(C)=O (stereo not drawn),9,13,5,-0.8%,13,4,6,2.7,6
O=C(c1cc(-c2cccs2)on1)N1CCOCC1,-1,1,-2,0.1%,-6,-2,3,-0.1,-6
COc1ccc(OC)c(C2C(C(C)=O)=C(C)Nc3ncnn32)c1 (stereo not drawn),7,25,16,0.2%,-16,-5,-1,-0.9,1
Cc1cc(-c2nnc(SCCC(=O)Nc3ccccc3)o2)no1,4,-1,-3,-2.4%,.,6,3,.,-1
COc1ccc(CCNc2nc(-c3ccc(OC)c(OC)c3)cc(C(F)(F)F)n2)cc1OC,0,6,-20,3.5%,.,-2,8,0.0,.
C[N+](C)(C)CCCN1C(=O)CCCC1=O,-10,22,-3,1.0%,.,9,6,.,12
O=C(Nc1nccs1)C1(S(=O)(=O)c2ccc(Cl)cc2)CC1,3,-4,-27,-0.1%,20,-7,0,-0.5,10
CCN(CC)CCCC(C)NC(=O)c1cc(=O)c2ccccc2o1 (stereo not drawn),-8,-9,-19,9.0%,11,-3,5,0.0,-13
CCN1CCN(C(=O)CCc2nnc(CCCCc3ccccc3)o2)[C@@H](C)C1=O,1,10,0,1.4%,-8,-1,2,0.9,-2
O=C(CSc1ccc2nc(-c3ccccc3)cn2n1)Nc1ccccc1C(F)(F)F,-3,3,-71*,?,.,6,0,-1.3,6
COCCN(Cc1ccco1)C(=O)Cn1ncc2c(=O)oc3ccccc3c21,3,-1,1,2.0%,-23,4,2,-0.7,-5
COC(=O)CCNc1n[nH]c(=O)[nH]c1=O,-10,2,10,1.3%,15,-6,2,5.7,-18

# 3 entries out of the list above, ordered by the value under D2 potentiator, falling:
SMILES,D1 PAM,D2 potentiator,D1 antag,RXFP1 ag,D2 antagonist,TRHR enhancer,D1 agonist,RXFP1 antag
CCN1CCN(C(=O)CCc2nnc(CCCCc3ccccc3)o2)[C@@H](C)C1=O,1,10,0,1.4%,-8,-1,2,-2
O=C(c1cc(-c2cccs2)on1)N1CCOCC1,-1,1,-2,0.1%,-6,-2,3,-6
COCCN(Cc1ccco1)C(=O)Cn1ncc2c(=O)oc3ccccc3c21,3,-1,1,2.0%,-23,4,2,-5

# Additional compounds follow.
mol,D1 PAM,D2 potentiator,D1 antag,RXFP1 ag,D2 antagonist,TRHR enhancer,D1 agonist,D2 agonist,RXFP1 antag
CCn1cnc2c(Nc3ccc(CCC(=O)N=C(N)N)cc3)nc(C#N)nc21,-2,.,-1,.,.,0,0,.,.
COc1cccc(OCC(=O)NNC(=O)c2cnccn2)c1,-6,8,-3,-1.3%,-8,-7,0,1.6,-9
CCOC(=O)c1c(C)oc2c1c1c(c3ccccc32)OCN(CCCC(=O)O)C1,-4,9,-20,1.5%,-5,9,0,-0.1,-3
O=C1NC(Cc2ccccc2)c2nc3cc(F)ccc3c(=O)n2-c2cc(Cl)ccc21 (stereo not drawn),5,0,24,-2.6%,0,6,6,0.2,.
CCCOC1CCCN(C(=O)c2ccc(OC3CCN(C(=O)CCOC)CC3)cc2)C1 (stereo not drawn),-6,3,-1,-0.3%,-2,3,2,0.3,0
CCc1nn(CC(=O)NCc2ccc(OC)cc2OC)c(=O)c2cc3c(OC)cccc3n12,-1,.,19,-1.4%,.,-4,0,2.2,-3
COc1ccc(NC(=O)CNc2cccc(S(=O)(=O)N3CCCCCC3)c2)c([N+](=O)[O-])c1,.,12,-11,-0.7%,-30,-4,17,0.0,14
Cc1nc(N)sc1N=Nc1ccccc1C(F)(F)F,-5,-4,-6,6.9%,3,-5,1,-1.9,17
CC(C)n1c(=S)[nH]c2cc(C(F)(F)F)ccc21,-2,-4,-2,2.1%,13,-2,21,0.0,-19
CCN(CC)C(=O)c1sc(NC(=O)c2ccc3c(c2)OCO3)c(C#N)c1C,-4,-3,-2,2.8%,12,2,2,0.2,0
COc1cc(O)oc1C=Nc1ccc(Oc2ccccc2)cc1,-8,2,9,0.8%,10,-3,2,-1.3,11
CC(=O)N1c2ccc(S(=O)(=O)N3CCCC3C(=O)Nc3ccc(C)cc3)cc2CC1C (stereo not drawn),-1,5,13,-0.2%,37*,2,4,-0.4,-21
O=C(NCc1ccco1)c1ccccc1-c1nc(-c2ccc(F)cc2)no1,2,8,-45*,1.9%,17,8,0,1.3,-35
COc1ccc(C(C)=O)cc1CSc1nnc(Nc2ccccc2C)s1,-6,-4,6,-0.2%,7,1,4,0.3,.
S=C(c1ccccc1)N1CCSCC1,-4,-2,-9,-3.7%,2,0,1,0.4,4
CCCn1nnnc1NCc1ccc(OC)cc1OC,-5,.,9,-2.3%,.,8,3,.,8
CCCCC(=O)c1ccc(O)cc1,2,8,2,1.9%,-5,1,0,0.0,-13
Cc1onc(-c2ccccc2Cl)c1C(=O)Nc1nnc(C(C)C)s1,-6,7,-24,0.3%,4,1,2,-0.4,-14
CCOc1ccc(C(C)=O)cc1COC(=O)CN1C(=O)NC2(CCCC2)C1=O,-3,3,-10,3.8%,5,6,6,-0.7,-12
CN(C(=O)CSc1ncnc2sc(-c3ccccc3)cc12)C1CCS(=O)(=O)C1 (stereo not drawn),-3,5,-12,13%,-10,2,1,0.1,-4
CCOC(=O)N1CCC(NC(=O)c2cccc3c2C(=O)N(Cc2cccnc2)C3)CC1,-1,26,28,4.8%,4,-5,3,-0.5,-3
CCOc1ccccc1N(CC(=O)NCCSc1ccccn1)S(=O)(=O)c1ccc(C)cc1,-6,10,-20,2.5%,15,5,5,-1.1,13
CCOC(=O)c1[nH]c(=O)[nH]c1CSc1ccccn1,-1,-6,6,-1.0%,-25,-3,4,-1.4,4
CCC(=O)N1CCN(C(=O)c2ccccc2)CC1,-4,0,-5,0.2%,15,-4,-1,0.0,.
COc1ccc(CN(C(=O)CN2C(=O)c3ccccc3S2(=O)=O)C(C(=O)NCC2CCCO2)c2ccco2)cc1 (stereo not drawn),-8,.,10,-0.6%,-10,-5,0,-2.4,1
CCCCc1ccc(N=N/C(C(=O)Nc2ccc(NC(C)=O)cc2OC)=C(/C)O)cc1,1,5,0,0.3%,5,5,0,0.1,7
CCN(CC)c1cccc(OCC(=O)N2c3ccccc3CC2C)c1 (stereo not drawn),3,-2,-4,0.7%,.,0,1,.,-6
COc1cccc(C(=O)NCCS(=O)(=O)NCc2ccc3c(c2)OCO3)c1,4,-9,52,1.0%,1,-3,5,0.2,-13
COc1ccccc1Nc1nc(-c2ccccc2Cl)c2cc(Br)ccc2n1,4,-18,14,2.5%,.,14,2,-0.1,.
O=C1[C@H](O)[C@@H](O)C(=O)N1Cc1ccccc1,-2,2,-3,-0.8%,-5,5,3,-0.7,-3
C=CCn1c(SCC(=O)Nc2ccc(C(=O)O)cc2)nnc1-c1cccnc1,-4,1,1,1.2%,9,-1,3,-0.4,-2

# Looked up above:
# C=CCn1c(SCC(=O)Nc2ccc(C(=O)O)cc2)nnc1-c1cccnc1 @ D2 antagonist = 9
# CCN(CC)c1cccc(OCC(=O)N2c3ccccc3CC2C)c1 (stereo not drawn) @ D1 PAM = 3

# Source: PubChem BioAssay

# An excerpt. The share of hits here may be higher or lower than overall.
